Assay outcomes (PubChem BioAssay)
Bcl-W Bim block: human Bim-Bcl-W interaction inhibition; Q92843; 190,000 tested, 0.02% active; AID 952; bead-based flow cytometry, Bim peptide-Bcl-W binding; inhibition, % at 10 µM;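 also: 0% = bound tracer without compound and 100% = peptide blocker; higher means less fluorescent Bim peptide bound to Bcl-W beads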
Bcl-B Bim block: inhibitors of Bim-Bcl-B interaction, human; Q9HD36; bead-based flow cytometry, Bim peptide-Bcl-B binding; inhibition, % at 10 µM; 190,000 tested, 0.073% active; AID 951;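 also: 0% = tracer peptide without compound and 100% = reference inhibitor peptide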
ABCB1 inh: human ABCB1 inhibition, ABCG2 as counter-screen; CCRF-Adr cells, JC-1 efflux, flow cytometry; inhibition, % at 6.6 µM; 190,000 tested, 0.067% active; AID 1326; in the data active = inhibition above about 40%;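 also: 0% = vehicle and 100% = reference inhibitor; higher value means more JC-1 retained so stronger ABCB1 efflux block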
Bim-Bcl-XL: disrupts Bim peptide binding to human Bcl-XL; Q07817; bead flow cytometry, fluorescence; inhibition, % at 10 µM; 190,000 tested, 0.04% active; AID 1007
Bim-Bcl-2: human Bim-Bcl-2 interaction inhibition; P10415; Bead-based flow cytometry, Bim peptide-Bcl-2 binding; inhibition, % at 10 µM; 190,000 tested, 0.06% active; AID 950; in the data active = inhibition above about 40%; inconclusive = no clear call, values can overlap the other calls;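 also: 0% = no compound wells with probe peptide and 100% = reference peptide inhibitor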
Target sequence (P10415 whole entry, looked up): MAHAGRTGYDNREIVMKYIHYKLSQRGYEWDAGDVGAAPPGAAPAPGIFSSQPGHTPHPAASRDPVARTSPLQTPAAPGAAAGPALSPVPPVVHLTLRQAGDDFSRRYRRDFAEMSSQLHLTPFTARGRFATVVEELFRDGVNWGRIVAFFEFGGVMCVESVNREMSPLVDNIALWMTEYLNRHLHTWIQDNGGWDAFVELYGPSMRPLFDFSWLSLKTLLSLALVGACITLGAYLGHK
RGS4-Gao reg: modulates binding of RGS4 to human Galphao; P09471; Multiplexed bead flow cytometry; actives lie on both sides; binding response (% of control), % at 10 µM; 220,000 tested, 0.33% active; in the data active = binding response below about 49% or above about 150%; inactive = in between;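 also: fluorescent Galphao activated with aluminum fluoride binding bead-coupled RGS4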
Target sequence (P09471 whole entry, looked up): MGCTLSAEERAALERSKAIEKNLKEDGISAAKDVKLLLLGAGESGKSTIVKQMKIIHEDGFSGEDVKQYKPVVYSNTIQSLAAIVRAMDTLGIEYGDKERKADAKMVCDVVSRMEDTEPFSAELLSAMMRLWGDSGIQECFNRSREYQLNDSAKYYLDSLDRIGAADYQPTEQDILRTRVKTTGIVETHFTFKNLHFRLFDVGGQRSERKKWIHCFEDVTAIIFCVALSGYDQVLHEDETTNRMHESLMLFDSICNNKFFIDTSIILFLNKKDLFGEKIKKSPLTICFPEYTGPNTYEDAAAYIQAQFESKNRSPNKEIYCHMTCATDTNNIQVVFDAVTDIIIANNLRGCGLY
Bfl-1 Bim block: human Bim-Bfl-1 interaction inhibition | 190,000 tested, 0.12% active | Q16548 | AID 1008 | Bead-based flow cytometry, Bim-Bfl-1 binding inhibition | inhibition, % at 10 µM;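 also: 0% = wells without compound plus tracer and 100% = blocker peptide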
RGS7-Gao: modulates binding of RGS7 to human Galphao; Multiplexed bead flow cytometry; actives lie on both sides; binding response (% of control), % at 10 µM; 220,000 tested, 0.35% active; in the data active = binding response below about 49% or above about 150%; inconclusive = no clear call, values can overlap the other calls; inactive = in between;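 also: fluorescent Galphao held in activated GDP-AlF4 state binding bead-coupled RGS7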
Mcl-1 Bim block: human Bim-Mcl-1 interaction inhibition. Q07820. Bead-based flow cytometry, Bim peptide-Mcl-1 binding. 190,000 tested, 0.1% active. AID 1009. inhibition, % at 10 µM;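 also: 0% = no compound tracer wells and 100% = peptide blocker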
Target sequence (Q07820 whole entry, looked up): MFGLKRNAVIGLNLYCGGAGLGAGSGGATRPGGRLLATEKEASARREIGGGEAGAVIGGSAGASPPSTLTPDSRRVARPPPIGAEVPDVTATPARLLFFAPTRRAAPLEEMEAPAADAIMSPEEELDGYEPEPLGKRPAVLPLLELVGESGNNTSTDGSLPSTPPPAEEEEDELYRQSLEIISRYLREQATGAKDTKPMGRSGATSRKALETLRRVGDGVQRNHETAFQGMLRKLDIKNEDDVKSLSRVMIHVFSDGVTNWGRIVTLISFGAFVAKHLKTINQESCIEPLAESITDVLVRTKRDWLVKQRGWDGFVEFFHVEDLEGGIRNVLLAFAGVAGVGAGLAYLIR
ABCG2 inh: blocks JC-1 efflux by human ABCG2 transporter; Q9UNQ0; IgMXP3 cells, flow cytometry; inhibition, % at 6.6 µM; 190,000 tested, 0.1% active; AID 1325;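 active = inhibition above 80%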;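 also: 0% = DMSO and 100% = nicardipine control wells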
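System: two drug-resistant human cell lines, ABCG2 and ABCB1; controls: nicardipine high and DMSO low controls; times: 10 min exposure at 25 °C with rotation, no wash; detection: flow cytometry of retained JC-1 fluorescence; read-out basis: percent efflux inhibition, scaled nicardipine 100% to DMSO 0%; doses: one concentration, 6.6 µM final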
RGS8-Gao reg: modulates binding of RGS8 to human Galphao | P09471 | multiplexed bead flow cytometry; actives lie on both sides | response (percent of control binding), % at 10 µM | 220,000 tested, 0.34% active; in the data active = response below about 60% or above about 140%; inactive = in between;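 also: Galphao activated as the GDP aluminium fluoride complex binding bead-coupled RGS8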
Numbers without * were called inactive; ? = inconclusive; . = not tested or not shown. Rule as the data show it, unless noted: active = inhibition above about 40%.

SMILES	Bcl-W Bim block	Bcl-B Bim block	ABCB1 inh	Bim-Bcl-XL	Bim-Bcl-2	RGS4-Gao reg	Bfl-1 Bim block	RGS7-Gao	Mcl-1 Bim block	ABCG2 inh	RGS8-Gao reg
CN(C)C(=S)NC(=O)c1cccc(Cl)c1	-1	-7	0.1	-5	2	99	0	?	1	2	100
O=C(c1ccco1)N(Cc1cc2ccccc2[nH]c1=O)C1CCCCC1	0	-14	3.0	-7	-7	105	-12	101	-2	2	101
N#C/C(=N\Nc1cccc([N+](=O)[O-])c1)C(=O)c1ccc(Br)cc1	-6	1	0.6	-3	5	99	5	?	-2	7	101
COCCN(CCOC)C(=O)CCn1c(=O)oc2ccccc21	-1	-9	1.1	-5	-10	101	-14	100	-1	31	101
Cc1nn(Cc2ccccc2Cl)c(Cl)c1C(=O)NCCc1ccccc1	-6	-3	0.9	-3	-3	95	0	98	-8	11	103
COCCNC(=S)N1CCc2cc(OC)c(OC)cc2C1COc1ccc(C(C)C)cc1 (stereo unspecified)	-4	-2	5.1	-2	-5	101	-2	105	-4	34	102
O=C(Nc1ccn(Cc2ccccc2)n1)c1n[nH]c([N+](=O)[O-])c1Cl	0	2	0.6	2	3	100	2	100	2	6	96
CCc1ccc(OCC(=O)NNC(=O)c2cc3ccccc3o2)cc1	2	-3	-0.1	2	0	103	-1	100	1	0	104
COc1ccc(-n2nnnc2SCC(=O)c2ccc(O)c(O)c2)cc1	0	-11	-0.5	-7	-15	93	-15	90	-2	-2	94
C/C(=N\N=C1\NC(=O)CS1)c1cccs1	1	0	0.5	-1	1	103	-2	102	-2	4	105
Cn1cc(CN2CCN(c3ncccn3)CC2)c(-c2cccc(Cl)c2)n1	-1	-2	0.2	-2	-6	100	-3	?	0	0	100
COC(=O)c1ccc(Cn2c(O)c(N=O)c3ccccc32)o1	2	-7	0.1	-4	-3	97	-11	105	3	1	102
O=c1c2c(-c3ccccc3)csc2ncn1/N=C/c1cccc([N+](=O)[O-])c1O	0	-3	0.7	0	0	99	-3	94	0	10	102
O=C(CSc1n[nH]c(-c2ccccc2)n1)Nc1ncccn1	-4	-6	0.2	-3	-5	102	-9	99	-6	1	105
CC1(NC(=S)N(CCO)CCO)CCS(=O)(=O)C1 (stereo unspecified)	-4	-13	0.3	-7	-7	101	-20	102	-19	3	103
COc1ccc(NC(=O)CSCC(=O)N2c3ccccc3CCc3ccccc32)cc1	11	11	3.4	18	14	96	8	96	28	26	88
CCCn1c(SCC(=O)Nc2ccccc2C(=O)OC)nc2c1c(=O)n(C)c(=O)n2C	-1	0	6.2	-1	-1	96	0	98	0	14	99
CC(C)(C)SCCNC(=O)CN(c1ccc(F)cc1)S(C)(=O)=O	2	-5	0.0	0	0	100	-6	106	3	0	100
CCNC(=S)Nc1ccccc1-c1ccccc1	-3	-6	0.6	-3	-2	102	-3	101	-2	1	101
COc1ccc(N2CCN(C(=O)CCN3C(=O)c4ccccc4S3(=O)=O)CC2)cc1	-1	-9	1.5	-10	-10	99	-17	98	-2	26	100

Brought forward from above: 5 entries, followed by the next part.
SMILES	Bcl-W Bim block	Bcl-B Bim block	ABCB1 inh	Bim-Bcl-XL	Bim-Bcl-2	RGS4-Gao reg	Bfl-1 Bim block	RGS7-Gao	Mcl-1 Bim block	ABCG2 inh	RGS8-Gao reg
COc1ccc(NC(=O)CSCC(=O)N2c3ccccc3CCc3ccccc32)cc1	11	11	3.4	18	14	96	8	96	28	26	88
CCCn1c(SCC(=O)Nc2ccccc2C(=O)OC)nc2c1c(=O)n(C)c(=O)n2C	-1	0	6.2	-1	-1	96	0	98	0	14	99
CC(C)(C)SCCNC(=O)CN(c1ccc(F)cc1)S(C)(=O)=O	2	-5	0.0	0	0	100	-6	106	3	0	100
CCNC(=S)Nc1ccccc1-c1ccccc1	-3	-6	0.6	-3	-2	102	-3	101	-2	1	101
COc1ccc(N2CCN(C(=O)CCN3C(=O)c4ccccc4S3(=O)=O)CC2)cc1	-1	-9	1.5	-10	-10	99	-17	98	-2	26	100
c1csc(CNc2ncnc3nc[nH]c23)c1	0	-4	-2.9	-2	-4	101	-7	100	0	-3	103
Cc1c(Cl)cccc1NC(=O)Cn1cccc1	2	-4	0.3	-1	-6	96	-17	96	1	5	97
Cc1nn(Cc2c(F)c(F)c(F)c(F)c2F)c(C)c1NC(=O)c1c([N+](=O)[O-])c(C)nn1C	0	0	0.9	1	1	100	-2	96	0	3	101
Cn1c2c(c(=O)n(C)c1=O)C(c1ccccc1Cl)CC(=O)N2 (stereo unspecified)	0	-6	-3.0	-3	-5	100	-9	98	1	-4	99
N#CCSc1nc2c(c(C3CC=CCC3)c1C#N)CCC2 (stereo unspecified)	0	-4	0.4	-3	2	93	-2	92	-1	3	94
OC(CNC1CCCC1)COc1c(F)cc(Br)cc1F (stereo unspecified)	0	-3	0.5	0	-1	103	-4	105	-1	0	102
O=C(/C=C/c1ccccc1)NCCSCc1ccccc1	-7	-9	.	-10	-5	100	-5	100	-10	17	101
Cc1cccc(NC(=S)N/N=C2/CCCCc3ccccc32)c1	-2	-5	-0.1	-2	-6	102	-11	101	0	0	102
COc1ccccc1-c1ccc(SCc2ccc(C)cc2)nn1	1	-2	0.5	0	-3	107	-3	117	-2	1	105
O=C(c1ccco1)N1CCN(S(=O)(=O)c2ccccc2[N+](=O)[O-])CC1	0	-3	1.5	-2	-1	105	-3	?	3	5	104

Record cards, from the list above.
`OC(CNC1CCCC1)COc1c(F)cc(Br)cc1F` (stereo unspecified) as listed: Bcl-W Bim block: 0; Bcl-B Bim block: -3; ABCB1 inh: 0.5; Bim-Bcl-XL: 0; Bim-Bcl-2: -1; RGS4-Gao reg: 103; Bfl-1 Bim block: -4; RGS7-Gao: 105; Mcl-1 Bim block: -1; ABCG2 inh: 0; RGS8-Gao reg: 102
`COc1ccc(-n2nnnc2SCC(=O)c2ccc(O)c(O)c2)cc1` as listed: Bcl-W Bim block: 0; Bcl-B Bim block: -11; ABCB1 inh: -0.5; Bim-Bcl-XL: -7; Bim-Bcl-2: -15; RGS4-Gao reg: 93; Bfl-1 Bim block: -15; RGS7-Gao: 90; Mcl-1 Bim block: -2; ABCG2 inh: -2; RGS8-Gao reg: 94

(continued)
SMILES	Bcl-W Bim block	Bcl-B Bim block	ABCB1 inh	Bim-Bcl-XL	Bim-Bcl-2	RGS4-Gao reg	Bfl-1 Bim block	RGS7-Gao	Mcl-1 Bim block	ABCG2 inh	RGS8-Gao reg
O=C(COC(=O)c1cccnc1Cl)c1ccc2c(c1)OCCO2	0	-3	0.1	0	-3	98	-8	100	2	1	99
COc1ccc(C(=O)NCC(c2cccnc2)N2CCN(c3ccc(F)cc3)CC2)cc1OC (stereo unspecified)	-4	-8	0.5	-6	-8	101	-8	104	-2	4	104
COc1ccc(/C=C\c2onc(C)c2S(=O)(=O)N2CCC(C(=O)NCCC(C)C)CC2)cc1	0	-8	1.4	-4	-5	99	-9	102	0	5	103
CC1(C)NC(=O)N(CC(=O)OCC(=O)Nc2cc(S(=O)(=O)N3CCCCC3)ccc2Cl)C1=O	1	7	-0.1	-2	-1	104	1	100	-5	-6	105
Cc1cccc2sc(NC(=O)C3CCCN(S(=O)(=O)c4cccc5nonc45)C3)nc12 (stereo unspecified)	1	-4	0.5	-3	-6	103	-17	105	0	5	103
CCOC(=O)CC(=O)CSc1nc(-c2cccnc2)ccc1C#N	5	-2	0.6	2	1	95	0	99	2	6	95
Cc1cccc(CCNC(=O)CCNC(=O)Cn2ccc3ccccc3c2=O)c1	0	-4	-0.5	-2	-3	99	-1	102	-3	12	98
CCC1(c2ccc(Cl)cc2)NC(=S)N(c2ccccc2)N1 (stereo unspecified)	-4	-21	-1.4	-9	-7	97	-10	101	-18	-6	96
COc1ccc(N(CC(=O)N/N=C/c2cccs2)S(=O)(=O)c2ccc(OC)c(OC)c2)cc1	-2	-1	0.4	-1	0	97	0	96	0	1	99
Cc1cccc(-n2nc3c([n+]2[O-])CCc2nonc2-3)c1C	-1	-3	0.3	-3	1	100	3	102	-3	2	102
Cc1cc(C)nc(NC(=O)c2cccc([N+](=O)[O-])c2)c1	-2	-2	1.7	-3	-1	98	-1	99	-3	40	100
Cc1c(C(=O)c2ccc(Cl)c(Cl)c2)cnc2cc3c(cc12)OCO3	-28	-42	0.6	-25	-28	102	-27	99	-30	0	102
CC(C)c1ccc(NC(=S)NN2CCN(C)CC2)cc1	-1	-5	0.5	-3	-5	99	-6	94	0	10	98
O=C1CSC(c2ccc(Cl)cc2)N1 (stereo unspecified)	3	-4	0.7	-5	-2	99	-10	99	1	4	100
COc1ccc(Br)cc1S(=O)(=O)NCCCN1CCOCC1	-3	-1	0.3	-4	-2	102	-8	102	-1	1	103
O=C(CSc1ccccc1)Nc1ccccc1C(=O)O	-2	1	-0.1	0	1	99	-1	98	2	-1	100
Cc1cc(C)cc(NC(=S)NN)c1	0	-6	-1.5	-1	-6	95	-7	93	-1	2	95
Cc1nn(C)c(C(=O)Nc2ccc(Br)cc2F)c1Br	1	-3	-0.5	-3	1	95	-1	98	0	-1	89
O=C(c1cc2ccccc2oc1=O)N1CCSC1c1ccco1 (stereo unspecified)	0	-8	1.6	-3	-4	96	-7	97	-1	10	99
CCCCC(CCC(=O)O)(C(=O)OCC)c1csc(Nc2ccc(C)cc2)n1 (stereo unspecified)	-1	-2	0.8	-1	0	1.7*	-5	-16*	-1	1	12*
Cc1cccc(CN2CCC(C(N)=O)CC2)c1	2	-3	0.6	-2	-6	94	-12	94	-1	2	97
CC(C)(C)c1nc(SCC(=O)Nc2ccc(N3CCOCC3)cc2)c2ccccc2n1	1	-2	0.5	1	-1	97	0	94	0	3	99
O=C(/C=C/c1c(F)cccc1Cl)c1ccc(F)cc1	-1	-1	0.3	-2	-1	95	-1	96	-7	1	98
Cc1cc(C(=O)CN2CCC(C)CC2)c(C)n1-c1ccc(F)cc1	-4	-6	0.9	-9	-5	106	-9	104	-6	3	104
CCOC(=O)N1CCC(NC(=O)CS(=O)Cc2nc(-c3ccc(OC)c(OC)c3)oc2C)CC1 (stereo unspecified)	0	-1	-0.3	2	-2	97	-1	96	-2	0	94

No enrichment for hits, and some 0.94% of all compounds hit somewhere here.
